CHO-K1 Ca ag = counter-screen for M1 agonists: effect in parental CHO-K1 cells. Fluo-8 calcium fluorescence; scaled to maximal ATP response, vehicle zero. activation, % at 3 µM. 360,000 tested, 0.48% active; in the data active = activation above about 15%;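 note: untransfected CHO-K1 host cells lacking M1 receptor as counterscreen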
CHRM1 PAM = potentiates human M1 receptor response to acetylcholine | P11229 | CHO-K1 hM1, Fluo-8 calcium fluorescence, ACh EC20; 0% = ACh EC20, 100% = maximal ACh | activation, % at 3 µM | 360,000 tested, 0.088% active | AID 588819; in the data active = activation above about 19%, passing the limit was not always enough
Target sequence (P11229 whole entry, looked up): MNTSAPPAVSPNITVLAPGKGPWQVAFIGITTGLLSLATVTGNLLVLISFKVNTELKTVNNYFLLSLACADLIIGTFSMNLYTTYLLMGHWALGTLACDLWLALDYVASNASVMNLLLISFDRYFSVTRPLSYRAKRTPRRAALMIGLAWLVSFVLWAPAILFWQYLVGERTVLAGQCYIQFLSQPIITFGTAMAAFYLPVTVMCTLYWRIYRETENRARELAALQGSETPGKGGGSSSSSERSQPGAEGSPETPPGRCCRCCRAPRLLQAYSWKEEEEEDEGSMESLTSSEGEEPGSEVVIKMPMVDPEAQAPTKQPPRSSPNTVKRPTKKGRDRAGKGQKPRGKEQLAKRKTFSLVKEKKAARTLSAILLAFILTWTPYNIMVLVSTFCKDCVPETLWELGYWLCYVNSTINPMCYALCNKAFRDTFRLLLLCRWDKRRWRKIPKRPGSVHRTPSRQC
CHO parental Ca = counter-screen for OX1R antagonists: effect in parental CHO cells; parental CHO-K1, ATP-induced calcium, Fluo-8 fluorescence; inhibition, % at 5.6 µM; 330,000 tested, 0.63% active;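 active = inhibition above that plate's mean sample inhibition plus 3 SD, cut at about 26% in these data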;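 note: 0% = ATP-challenged DMSO wells and 100% = DMSO wells without ATP; some compounds past the cut are filed as inactive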
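Assay system: parental CHO cells; Read-out basis: percent inhibition of ATP-evoked calcium rise, normalized to controls; Benchmarks: ATP and no-ATP DMSO wells; Compound dosing: single nominal dose of 5.6 µM per compound; Signal: Fluo-8 calcium dye fluorescence; Also added: ATP as calcium-mobilizing challenge; Repeats: singlicate.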
M1 ag = activates human CHRM1 receptor; P11229; CHO-K1 hM1, Fluo-8 calcium fluorescence, agonist mode; 0% DMSO, 100% acetylcholine EC100; activation, % at 3 µM; 360,000 tested, 0.33% active; AID 588814;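 active = activation above the run's mean compound activation plus 3 SD, cut at about 16% in these data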;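 note: peak over basal fluorescence ratio within a 140 s kinetic read after compound addition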
CHRM1 antagonist = human CHRM1 antagonism; P11229; CHO-K1 hM1, Fluo-8 calcium fluorescence, ACh EC80 antagonist; inhibition, % at 3 µM; 360,000 tested, 1.3% active; AID 588852;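 active = percent inhibition above its own plate's cutoff, namely the mean of that plate's compound wells plus 3 SD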;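 note: peak over basal fluorescence ratio during 140 s after agonist addition; 0% = ACh EC80 plus DMSO and 100% = DMSO alone without agonist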
CHO-K1 Ca antag = M1 antagonist counterscreen hit in parental CHO-K1 cells; ATP-induced calcium, Fluo-8 fluorescence; inhibition, % at 3 µM; 360,000 tested, 0.6% active; AID 602250;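 active = inhibition above a per-plate cutoff, the plate's mean sample inhibition plus 3 SD, cut at about 24% in these data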;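 note: 0% = DMSO plus EC80 ATP and 100% = DMSO alone without ATP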
OXTR potentiate = potentiators of human oxytocin receptor | P30559 | CHO-OTR cells, Fluo-8 calcium fluorescence, potentiator mode; 0% = oxytocin EC15, 100% = EC100 | activation, % at 3 µM | 320,000 tested, 0.061% active | AID 2445;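 active = activation above that plate's cutoff, the mean activation of tested compounds plus 3 SD, cut at about 6.6% in these data, passing the limit was not always enough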;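 note: 100% uses oxytocin at 75 nM as the full agonist control; some results filed as inactive read as strong as hits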
Target sequence (P30559 whole entry, looked up): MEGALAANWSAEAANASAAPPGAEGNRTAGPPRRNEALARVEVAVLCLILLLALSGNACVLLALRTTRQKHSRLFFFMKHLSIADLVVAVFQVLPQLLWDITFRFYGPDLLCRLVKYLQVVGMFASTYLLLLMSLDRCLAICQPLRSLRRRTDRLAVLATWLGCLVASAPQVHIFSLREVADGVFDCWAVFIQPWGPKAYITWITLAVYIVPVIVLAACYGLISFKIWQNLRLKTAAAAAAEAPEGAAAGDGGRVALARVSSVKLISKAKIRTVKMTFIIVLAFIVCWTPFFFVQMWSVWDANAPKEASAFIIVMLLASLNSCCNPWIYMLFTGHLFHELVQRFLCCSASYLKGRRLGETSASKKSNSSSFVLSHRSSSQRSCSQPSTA
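System: human OTR in CHO cells; Also added: sub-maximal oxytocin, roughly EC15; Timing: compound 6 min at room temperature before oxytocin, 100 s read; Technique: Fluo-8 intracellular calcium fluorescence, ex 470-495, em 515-575 nm; Controls: oxytocin EC15 low and EC100 high; Replication: singlicate.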
CHRM4 agonist = agonists of human muscarinic M4 receptor (CHRM4); CHO-K1 hM4/Gqi5, Fluo-8 calcium fluorescence; vehicle 0%, full acetylcholine response 100%; activation, % at 3 µM; 360,000 tested, 0.14% active; AID 624127; P08173;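 active = activation above the run mean over all test wells plus 3 SD, cut at about 32% in these data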;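 note: peak over basal fluorescence ratio per well then scaled between controls; 0% = DMSO wells and 100% = acetylcholine at EC100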
CHRM4 antagonist = antagonists of human muscarinic M4 receptor (CHRM4) | P08173 | CHO-hM4 cells, ACh EC80, Fluo-8 calcium fluorescence | inhibition, % at 3 µM | 360,000 tested, 0.73% active | AID 624125;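 active = inhibition above its plate's cutoff, the mean inhibition of sample wells plus 3 SD, cut at about 27% in these data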;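 note: 0% = acetylcholine EC80 with DMSO and 100% = DMSO without agonist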
* = called active by the depositor; / = no result given.

SMILES	CHO-K1 Ca ag	CHRM1 PAM	CHO parental Ca	M1 ag	CHRM1 antagonist	CHO-K1 Ca antag	OXTR potentiate	CHRM4 agonist	CHRM4 antagonist
CCNc1nc(NCC)nc(OCCOC(C)=O)n1	-0.3	-3	-4	3	9	5	-9	1	1
COc1cc(C(O)c2nc(-c3cccc(C(=O)O)c3)cs2)ccc1F (stereo not given)	0.2	4	/	-2	-6	-11	/	0	-1
Cc1sc2nc(CN3CCCCC3)nc(Cl)c2c1C	0.3	2	-10	-10	-7	1	11	1	2
O=c1c2c3nc4ccccc4nc3n(CC3CCCO3)c2ncn1CCc1ccccc1 (stereo not given)	1.3	-2	-5	-3	0	-3	-16	4	1
O=C1CN(C(=O)COc2ccc(Cl)c(Cl)c2)c2ccccc2N1	1.8	-1	/	-1	6	2	/	9	-2
CCNS(=O)(=O)c1cccc(C(=O)c2c(C)cc3ccccn23)c1	7.1	-5	-14	-4	1	-3	-7	8	0
CC(=O)Nc1ccc(OC(=O)c2ccco2)cc1	0.1	-1	3	-4	-1	-13	6	0	7
CC(C)NC(=O)c1[nH]nc2c1CCc1ccccc1-2	0.5	14	/	0	-10	-4	/	1	6
O=C(NC1(C(F)(F)F)NC(=O)N(Cc2ccccc2)C1=O)c1cccnc1 (stereo not given)	0.1	2	-10	-2	2	15	-4	0	-6
Fc1cccc(CN2CCN(Cc3nc(CCc4ccccc4)no3)CC2)c1	4.2	4	-13	-5	-11	-13	-5	2	-11
CCOc1ncccc1C(=O)OCc1ccc(C(=O)OC)cc1	0.4	7	-3	-4	-1	13	-9	1	-8
CCN1CCN(C(=O)c2nn(C)c3c2CS(=O)(=O)c2ccccc2-3)CC1	0.0	-12	-4	-5	16	-2	-2	1	5
COc1ccc(CN(C)C(=O)Cc2ccsc2)c(OC)c1OC	0.1	-1	-24	-5	-5	-16	-11	-1	11
CCCc1c(C)c2c(C)[nH]nc2oc1=O	0.1	8	10	-5	-4	-10	-8	0	-7
O=C(Nc1ccc(C(=O)N2CCCCC2)cc1)c1ccc([N+](=O)[O-])cc1	1.0	6	-6	-1	-13	-2	-4	1	-1
CCCOc1ccc(N/C=C/C(=O)c2ccc(OC)c(OC)c2)cc1	0.3	9	-26	-5	-9	-4	1	0	1
Cc1csc(NC(=O)c2nc3nc(C)cc(C)n3n2)n1	0.1	5	4	-1	-10	-2	-7	2	4
COc1ccc(C(=O)Nc2cc(C)nc3ccccc23)cc1OC	0.4	7	-16	0	-2	1	-10	2	6
COc1cc(C(=O)OCC#N)ccc1OCc1c(C)noc1C	0.6	4	-8	-4	-2	-13	1	2	-3
Cc1ccc(NC(=S)NC2CCN(Cc3ccccc3)CC2)cc1	0.9	-2	-10	-5	9	-5	-8	9	5
Cc1ccc(C)c(S(=O)(=O)Nc2ccccc2C(=O)Nc2cc(C)on2)c1	9.7	-7	-12	-1	14	-12	-14	10	-6
COc1cccc(-n2c(-c3cccc(S(=O)(=O)N(C)C)c3)n[nH]c2=S)c1	1.1	6	-5	-6	-7	-10	-1	1	-9
O=C(Nc1cccc(C(F)(F)F)c1)c1ccc(-c2ccc(F)c(F)c2)c2ccoc12	2.5	7	/	-2	-11	6	/	1	-2
CC(C)(C)c1ccc(S(=O)(=O)Nc2ccccn2)cc1	0.3	-3	-4	-14	8	8	-3	1	-6

Results in CHRM1 antagonist (four entries from above):
| canonical_smiles | CHRM1 antagonist |
| --- | --- |
| Cc1ccc(C)c(S(=O)(=O)Nc2ccccc2C(=O)Nc2cc(C)on2)c1 | 14 |
| COc1cccc(-n2c(-c3cccc(S(=O)(=O)N(C)C)c3)n[nH]c2=S)c1 | -7 |
| O=C(Nc1cccc(C(F)(F)F)c1)c1ccc(-c2ccc(F)c(F)c2)c2ccoc12 | -11 |
| CC(C)(C)c1ccc(S(=O)(=O)Nc2ccccn2)cc1 | 8 |

Further results follow:
SMILES	CHO-K1 Ca ag	CHRM1 PAM	CHO parental Ca	M1 ag	CHRM1 antagonist	CHO-K1 Ca antag	OXTR potentiate	CHRM4 agonist	CHRM4 antagonist
Cc1nn(C)cc1/C=N/O	14	1	-1	-4	3	4	-4	0	9
O=C(NC1CCCCC1)c1ccc(CNc2c(N3CCOCC3)c(=O)c2=O)cc1	0.1	3	3	-4	-1	8	-3	0	3
Cc1cccc(NC(=O)CCCN2C(=S)NC(C)(C)CC2C)c1C (stereo not given)	-0.2	12	-4	-2	-12	-3	-1	1	-3
Cc1c(C)c(C)c(C(=O)CCc2cccc(NC(=O)CCC(=O)O)c2)c(C)c1C	0.5	14	-3	0	-6	-6	-4	0	-1
CC1CCN(C(=O)Cn2c3ccccc3c3nc4n(c(=O)c32)CCCS4)CC1	1.6	-2	-16	-1	3	-6	-5	6	2
COc1cc2c3c(c1OC)C1(C=CC(=O)C=C1)CC3N(C(=O)CCC(=O)O)CC2 (stereo not given)	0.4	4	8	-1	-6	-20	-1	0	0
Cc1csc(NC(=O)CSc2nc3[nH]ncc3c(=O)[nH]2)n1	5.5	8	-3	-3	-1	-8	-6	0	7
CS(=O)(=O)c1ccc(C(=O)N2CC(=O)Nc3ccccc32)cc1	0.7	5	-10	-4	-5	-14	-5	1	-31
Cc1ccc(C)c(NS(=O)(=O)c2cc(C(=O)N3CCCC3)ccc2Cl)c1	-0.1	10	-12	-1	0	11	-7	1	0
CC1CCC2(CC1)NC(=O)N(CC(=O)NCc1ccc(Cl)cc1)C2=O (stereo not given)	-0.5	10	-23	-4	-23	-13	-4	0	-9
CCCNC(=O)CS(=O)(=O)Cc1nc(-c2ccccc2C)oc1C	0.5	0	-15	-3	-4	-4	-1	1	3
CCN(Cc1ccncc1)C(=S)NCc1ccccc1	5.3	-11	-1	-3	17	-8	-13	21	2
O=C1CCC(=O)N1OCCOc1ccccc1	0.9	10	-4	-4	-9	-18	-5	0	-17
O=C(O)C1CC(=O)N(Cc2ccccc2)C1 (stereo not given)	0.2	5	-9	-2	-9	-5	-5	0	1
COc1ccc(C(=O)C(c2ccccc2)N2CCOCC2)cc1 (stereo not given)	0.5	8	-7	-4	-7	-1	-16	0	2
CCc1ccc(S(=O)(=O)NCc2csc(-c3cccnc3)n2)s1	1.4	-3	-21	-1	-5	17	-9	4	-18
N#Cc1sc2nc3c(c(-c4cccnc4)c2c1N)CCC3	0.8	-1	-19	-5	3	-12	-3	1	-3
Cc1noc(C)c1COc1ccccc1C(=O)N1CCN(S(=O)(=O)c2ccccc2Br)CC1	3.7	-1	/	-6	2	-17	/	8	-18
CC(C)CN(C(=O)c1cccs1)C1CCS(=O)(=O)C1 (stereo not given)	0.6	5	/	-2	1	3	/	0	-1
O=C(NNC(=S)NC(=O)c1ccccc1)c1cccc([N+](=O)[O-])c1	12	-2	-11	17*	2	-13	-13	7	-5
CCOc1ccc(/C=N/OCC(=O)Nc2cc(S(=O)(=O)N3CCOCC3)ccc2OC)cc1	4.5	6	-20	-4	-9	-7	-7	0	2
Cc1ccc(C(=O)Nc2nc3ccc(Cl)cc3s2)o1	9.3	-10	-24	0	22	5	-1	19	-1
O=C(NCc1cccs1)c1csc([C@H]2C[C@H](O)[C@@H](CO)O2)n1	-0.1	4	/	-3	-8	-3	/	0	6
O=C1c2ccccc2C(Nc2ccc3c(c2)OCCO3)N1c1ccc(Cl)cn1 (stereo not given)	0.3	3	-11	-5	-9	8	-4	6	-6
CC(=O)c1ccc(CCCCCCCCCC(=O)O)s1	-0.2	14	-8	-3	-15	-7	-10	2	-14
COc1ccccc1N1CCN(C(=O)C2CC2)CC1	0.3	15	5	-1	-20	-3	-9	0	6
O=c1cc(N2CCc3ccccc3C2)[nH]c(=O)n1-c1ccc(Br)cc1	0.0	6	0	-5	-9	-18	-3	2	-11
O=C(O)c1ccc(NC(=S)NC(=O)c2cccc(COc3ccccc3)c2)cc1	0.5	5	2	-4	4	-11	-3	0	-9
N#CCCN1CCN(CCC#N)c2ccccc21	0.4	0	/	0	2	-4	/	0	-10
C#Cc1ccc(CN2CCCC(C(=O)Nc3ccccc3Oc3cccnc3)C2)cc1 (stereo not given)	1.1	-10	-27	-6	8	-10	-3	3	5
Cc1ccc(Nc2nc(N)nc(CSC(=S)N3CCN(c4ccccc4)CC3)n2)cc1	-0.1	-3	-42	-4	10	-11	-5	-1	-10
Cc1ccc(N(CC(=O)NC2CCCC2)C(=O)c2c(C)noc2C)cc1C	0.2	5	-6	-3	-4	0	-10	-1	-5
CCOc1ccc2[nH]c(SCC(=O)OC)c([N+](=O)[O-])c2c1	0.1	-1	0	-2	-8	-4	-2	1	-12
COc1cccc(Nc2cc(C)c3ccccc3n2)c1	-1.2	7	-28	-8	-12	-12	-6	0	-3
Cc1ccc(C2=NN(CC(=O)NCCN(C)C)C(=O)CC2)cc1	0.2	8	-3	-5	-2	-5	-7	0	5
CNC(=O)/C(C#N)=C\c1ccc(CNS(=O)(=O)c2ccc(Cl)cc2)o1	-0.3	12	-10	-10	0	3	-4	0	2
COc1ccc(OCc2nnc(SCC(=O)N(C)Cc3ccccc3)n2N)cc1	0.0	13	-8	-1	-13	-1	-2	1	-17
CN(c1ccc(F)cc1)S(=O)(=O)c1ccc(Cl)c(C(=O)OCC(=O)NCc2ccco2)c1	1.6	1	-11	-12	0	-9	-9	3	8
COC(=O)C1=C(C)N(Cc2ccc(OC)c(OC)c2)C(=O)C1	4.6	0	-22	0	0	-7	-20	9	3
O=c1c2ccccc2nc(SCc2cn3ccsc3n2)n1-c1ccc(F)cc1	0.9	6	-33	-3	-1	1	-4	-2	17
C/C(=N/NC(=O)c1ccoc1C)c1ccc(NC(=O)C2CCCC2)cc1	3.3	1	-3	0	4	-4	0	1	-10
CCc1nc(N2CCN(C(=O)c3ccccc3)CC2)c2c3c(sc2n1)CCCC3	2.7	-10	-22	-7	17	-9	-5	9	-2
Cc1noc(NC(=O)c2c(-c3c(Cl)cccc3Cl)noc2C)c1[N+](=O)[O-]	0.2	4	-10	-2	-10	-4	-4	0	14
Cc1ccccc1NC(=O)Cc1nnc(SCC(=O)NC2CCCC2)n1C	0.2	1	-22	0	1	6	-5	1	-1
CCn1c2ccc(CC(=O)O)cc2c2cc(CC(=O)O)ccc21	0.1	4	-7	-4	-8	-3	-8	1	8
COc1ccc(C(=O)Nc2ccc(/C(C)=N/NC(=O)c3ccccc3O)cc2)cc1OC	0.2	3	-10	0	-3	7	-12	1	0
O=C(O)c1ccc(NCCc2ccc(Cl)cc2)c([N+](=O)[O-])c1	1.6	8	-7	-3	-14	-17	-14	6	-15
Cc1ccc(NC(=O)CSc2nc(-c3ccco3)nc3cc(=O)[nH]n23)c(Cl)c1	2.2	-3	10	-1	8	1	-3	4	-9
Cc1ccc(CNC(=O)c2nccnc2C(=O)O)cc1	0.9	5	-7	-3	-4	-19	0	1	-10
CCN(CC)S(=O)(=O)c1cc(NC(=O)COC(=O)C2CCC2)ccc1C	1.3	-4	-9	-2	13	-9	-1	6	1

Bioassay records from PubChem.
